Source: PubChem (The Scripps Research Institute Molecular Screening Center)
CHO-K1 Ca ag = counter-screen for M1 agonists: effect in parental CHO-K1 cells; Fluo-8 calcium fluorescence; scaled to maximal ATP response, vehicle zero; actives 0.48% (n = 360,000); AID 602248; activation, % at 3 µM; in the data active = activation above about 15%;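 note: untransfected CHO-K1 host cells lacking M1 receptor as counterscreen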
TAAR1 ag = human TAAR1 agonism | CHO RD-HGA16 TAAR1, Fluo-8 calcium fluorescence; vehicle wells 0%, saturating PEA agonist 100% | actives 0.99% (n = 360,000) | AID 624467 | activation, % at 3 µM;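 active = activation above the mean activation of all test compounds in the run plus 3 SD, cut at about 38% in these data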
Target sequence (Q96RJ0 whole entry, looked up): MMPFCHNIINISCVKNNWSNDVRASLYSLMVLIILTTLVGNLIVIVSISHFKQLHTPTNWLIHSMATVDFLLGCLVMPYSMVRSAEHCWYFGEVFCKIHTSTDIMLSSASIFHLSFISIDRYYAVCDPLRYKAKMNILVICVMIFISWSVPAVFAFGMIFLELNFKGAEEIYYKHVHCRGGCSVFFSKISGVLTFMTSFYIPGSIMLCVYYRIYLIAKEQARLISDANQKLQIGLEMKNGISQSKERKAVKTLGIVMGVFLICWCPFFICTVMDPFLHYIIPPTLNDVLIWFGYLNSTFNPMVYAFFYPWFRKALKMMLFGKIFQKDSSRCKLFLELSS
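Benchmarks: low control DMSO, high control PEA (EC100); System: CHO RD-HGA16 cells carrying human TAAR1 plus Gα16; Detection: Fluo-8 fluorescence, 5 s baseline then 140 s kinetic read; Schedule: 17-24 h plating, Fluo-8 75 min 37 °C, 30 min RT; Read-out basis: % activation from peak over basal fluorescence ratio, DMSO-to-PEA scaled.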
M1 ag = human M1 muscarinic receptor agonism | activation, % at 3 µM | actives 0.33% (n = 360,000) | CHO-K1 hM1, Fluo-8 calcium fluorescence, agonist mode; 0% DMSO, 100% acetylcholine EC100;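 active = activation above the run's mean compound activation plus 3 SD, cut at about 16% in these data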;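 note: peak over basal fluorescence ratio within a 140 s kinetic read after compound addition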
Target sequence (P11229 whole entry, looked up): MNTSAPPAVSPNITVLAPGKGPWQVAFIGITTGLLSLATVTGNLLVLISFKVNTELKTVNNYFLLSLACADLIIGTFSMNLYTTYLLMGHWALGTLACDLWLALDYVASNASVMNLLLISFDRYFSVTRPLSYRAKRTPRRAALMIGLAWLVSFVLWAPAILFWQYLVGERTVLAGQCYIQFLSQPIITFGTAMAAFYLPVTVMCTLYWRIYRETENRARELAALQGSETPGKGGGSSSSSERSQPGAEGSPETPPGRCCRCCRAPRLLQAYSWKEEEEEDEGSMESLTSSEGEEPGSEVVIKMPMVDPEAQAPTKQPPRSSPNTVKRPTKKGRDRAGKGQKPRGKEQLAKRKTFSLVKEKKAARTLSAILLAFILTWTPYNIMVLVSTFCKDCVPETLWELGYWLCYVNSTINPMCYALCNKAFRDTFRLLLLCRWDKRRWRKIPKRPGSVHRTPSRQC
OXTR potentiate = potentiators of human oxytocin receptor; CHO-OTR cells, Fluo-8 calcium fluorescence, potentiator mode; 0% = oxytocin EC15, 100% = EC100; activation, % at 3 µM; actives 0.061% (n = 320,000); AID 2445;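 active = activation above that plate's cutoff, the mean activation of tested compounds plus 3 SD, cut at about 6.6% in these data, passing the limit was not always enough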;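 note: 100% uses oxytocin at 75 nM as the full agonist control; some results filed as inactive read as strong as hits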
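System: human OTR in CHO cells; Also added: sub-maximal oxytocin, roughly EC15; Timing: compound 6 min at room temperature before oxytocin, 100 s read; Technique: Fluo-8 intracellular calcium fluorescence, ex 470-495, em 515-575 nm; Controls: oxytocin EC15 low and EC100 high; Replication: singlicate.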
CHO parental Ca = counter-screen for OX1R antagonists: effect in parental CHO cells; actives 0.63% (n = 330,000); inhibition, % at 5.6 µM; parental CHO-K1, ATP-induced calcium, Fluo-8 fluorescence;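 active = inhibition above that plate's mean sample inhibition plus 3 SD, cut at about 26% in these data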;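 note: 0% = ATP-challenged DMSO wells and 100% = DMSO wells without ATP; some compounds past the cut are filed as inactive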
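Test system: untransfected parental CHO cell line; also added: ATP stimulus; dosing: 5.6 µM, single dose; signal: calcium-sensitive Fluo-8 fluorescence; measure: percent inhibition of ATP-evoked calcium rise, normalized to controls; benchmarks: low control ATP plus DMSO, high control DMSO only; replication: one well per compound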
CHO-K1 Ca PAM = nonselective activator or artifact in parental CHO-K1 calcium assay | ATP EC20, Fluo-8 calcium fluorescence; 0% at ATP EC20, 100% at ATP max | actives 0.02% (n = 360,000) | activation, % at 3 µM | AID 602247;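 active = activation above the run cutoff, the mean activation of all test compounds plus 3 SD, cut at about 40% in these data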;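 note: peak over basal fluorescence ratio in a 140 s read after ATP addition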
TAAR1 antagonist = human TAAR1 antagonism; Q96RJ0; CHO RD-HGA16 TAAR1, Fluo-8 calcium fluorescence, antagonist; inhibition, % at 3 µM; actives 1.5% (n = 360,000);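 active = inhibition above a per-plate cutoff, the mean inhibition of test compounds on that plate plus 3 SD, cut at about 49% in these data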;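 note: 0% = DMSO plus EC80 beta-PEA response and 100% = DMSO alone without agonist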
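Material: RD-HGA16 CHO cells with stable hTAAR1 and Gα16; Dosing: single nominal final test compound concentration of 3 µM; Schedule: seeding 17-24 h prior, 75-min 37 °C, 30-min RT dye loading; Detection: kinetic Fluo-8 calcium fluorescence measurement; Measure: % inhibition from peak post-agonist over basal fluorescence ratio; Benchmarks: vehicle and agonist controls.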
M1 antag = blocks human M1 muscarinic receptor. P11229. CHO-K1 hM1, Fluo-8 calcium fluorescence, ACh EC80 antagonist. AID 588852. inhibition, % at 3 µM. actives 1.3% (n = 360,000);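 active = percent inhibition above its own plate's cutoff, namely the mean of that plate's compound wells plus 3 SD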;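 note: peak over basal fluorescence ratio during 140 s after agonist addition; 0% = ACh EC80 plus DMSO and 100% = DMSO alone without agonist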
CHO-K1 Ca antag = counter-screen for M1 antagonists: effect in parental CHO-K1 cells; ATP-induced calcium, Fluo-8 fluorescence; inhibition, % at 3 µM; actives 0.6% (n = 360,000);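 active = inhibition above a per-plate cutoff, the plate's mean sample inhibition plus 3 SD, cut at about 24% in these data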;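 note: 0% = DMSO plus EC80 ATP and 100% = DMSO alone without ATP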
* = called active by the depositor; . = not tested or not shown. Hits appear at their usual frequency; 4.2% or so of the library scored in one or more.

SMILES	CHO-K1 Ca ag	TAAR1 ag	M1 ag	OXTR potentiate	CHO parental Ca	CHO-K1 Ca PAM	TAAR1 antagonist	M1 antag	CHO-K1 Ca antag
CCN=C1S/C(=C\c2cn(C(C)=O)nc2-c2ccccc2)C(=O)N1CC	1.1	9	-1	-10	-31	-6	9	7	9
Cc1ccc(C(=O)OCC(=O)N(C)c2ccccc2)cc1C	0.4	4	-9	-7	-3	6	-2	-4	-13
Cc1ccc(CNC(=O)CN2C(=O)NC3(CC(C)CC(C)(C)C3)C2=O)cc1 (stereo not given)	0.8	-1	-4	3	-18	19	-7	-14	-3
CCOc1ccc(S(=O)(=O)NCc2ccccn2)cc1NC(=O)c1ccccc1	1.4	-1	-2	-4	-2	22	-1	-6	-10
CNC(=O)c1ccccc1S(=O)(=O)c1ccccc1C#N	-0.3	2	-3	-12	-10	1	-12	-4	-8
OC(COCc1ccccc1)CN1CCN(c2ccccc2)CC1 (stereo not given)	0.8	15	-7	-4	-13	23	-5	2	-10
O=C(CNC(=O)c1ccc(S(=O)(=O)N2CCCC2)cc1)N/N=C/c1c(Cl)cccc1Cl	20*	18	-6	-15	-3	-15	40	16	21
CN(C(=O)CN1C(=O)NC(C)(CCc2ccccc2)C1=O)c1ccccc1 (stereo not given)	1.8	1	-1	-2	-5	21	9	-12	-3
COCC(=O)Nc1nc2ccccc2s1	0.1	4	-3	-14	-3	-1	12	-3	5
COc1ccc(/C([O-])=C(/C(=S)Nc2ccc(C)c(C)c2)n2c[n+](C)c3ccccc32)cc1OC	1.0	5	-5	-10	-13	18	13	-2	-13
COC(=O)c1cccc(NC(=O)c2cnn(C)c2)c1	3.1	0	0	-2	-3	-9	-14	-3	-6
O=C(NCCc1ccccc1)c1ccc(=O)[nH]c1	0.3	10	-1	1	-8	8	-5	-8	-8
Cc1ccc(SCCNC(=O)c2ccc(C)c(S(=O)(=O)Nc3ccccc3C)c2)cc1	1.6	2	-5	-6	8	2	35	-4	-23
O=C(NCc1ccccc1)C1C2C=CC3(CN(Cc4cccnc4)C(=O)C13)O2 (stereo not given)	0.3	1	-3	3	6	-7	16	4	10
CCOC(=O)c1ccc(N2CCOCC2)c(NS(=O)(=O)c2ccc(F)cc2)c1	1.0	1	-4	-8	-18	2	-10	6	-10
CC(=O)n1c2ccccc2c2nc(NC(C)C)sc21	0.1	1	-3	-5	4	5	-3	-10	-15
CCCCn1c(N)c(N(CCOC)C(=O)c2ccc3c(c2)C(=O)N(c2ccccc2C)C3=O)c(=O)[nH]c1=O	0.1	0	-2	-7	0	-10	-5	33*	7
CC1Sc2ccc(S(=O)(=O)CCC(=O)N3CCCC3)cc2NC1=O (stereo not given)	-0.2	-1	-2	-4	-16	16	-5	-8	-1
CN1/C(=C\C(=O)Nc2ccc(Cl)cc2)C(C)(C)c2ccccc21	1.2	7	-10	-9	-11	5	39	7	-3
C1CCN(CCCNC2C3CC4CC(C3)CC2C4)C1 (stereo not given)	0.5	4	-15	-12	-1	26	-16	-6	-15
COc1ccc(N2CCN(S(=O)(=O)c3cc4c(cc3C)NC(=O)CO4)CC2)cc1	1.0	3	-2	-4	-9	3	-22	-5	-2
COc1ccccc1Nc1nc(N)nc(CSC(=S)N2CCOCC2)n1	1.2	2	-1	-3	-12	4	11	-14	1
C[C@H](CO)N1C[C@H](C)[C@@H](CN(C)S(=O)(=O)c2cccs2)Oc2ccc(NC(=O)Cc3ccccc3)cc2C1=O	0.2	7	-14	-5	-4	-10	45	14	-3
Cc1ccc(NC(=O)c2cccnc2)cc1C	1.0	10	-3	-5	-14	20	-2	-13	-11
O=C1CN(C(=O)NCC(=O)N[C@H](C(=O)O)c2ccccc2)c2ccccc2N1	1.4	1	-3	-5	1	7	-17	-5	-11
Continuation.
SMILES	CHO-K1 Ca ag	TAAR1 ag	M1 ag	OXTR potentiate	CHO parental Ca	CHO-K1 Ca PAM	TAAR1 antagonist	M1 antag	CHO-K1 Ca antag
O=C(Nc1nc(-c2ccc3c(c2)OCO3)cs1)C1CC1	0.1	4	-2	-5	-13	18	-10	-20	-5
CCOC(=O)Cn1c(=N)n(CCOc2cccc(C)c2)c2ccccc21	1.7	8	-1	-14	1	5	-1	-21	-7
Cc1ccc(OC(=O)c2ccccc2C(=O)OCC(F)(F)C(F)F)cc1	0.0	.	-3	-2	-4	4	.	-12	-5
CCOC(=O)/C(=N\Nc1ccc(Br)cc1)N1CC(C)OC(C)C1 (stereo not given)	-0.4	.	-5	-1	-12	3	.	-14	-14
Nc1nc(SCn2nnc3ccccc3c2=O)n[nH]1	0.2	1	-3	0	-6	-4	-5	-5	1
Cc1cccc(OC(=O)CCN2C(=O)C3C4C=CC(C5CC45)C3C2=O)c1C (stereo not given)	3.2	7	-5	-16	-19	16	16	-11	-12
CCOC(=O)N1CCN(c2ncnc3c2oc2nc(C(C)C)c4c(c23)CCC4)CC1	0.4	8	-5	1	-6	9	-15	-7	-4
C=CC(=O)NCCCc1cc(C(C)(C)C)c(O)c(C(C)(C)C)c1	-0.4	4	-8	-7	-18	-11	1	-2	15
Cc1ccc(NS(=O)(=O)c2ccc(OCC(=O)NCc3ccncc3)cc2)cc1	0.8	3	-6	-7	-10	19	-9	-2	-4
Cc1nc(N)sc1C(=O)N1N=N1	0.5	2	-1	-4	-10	2	-6	-4	-8
Cc1ccc(-n2nc(C)c(C(=O)O)n2)c(C)c1	0.1	2	-3	3	-2	-11	-8	-4	7
CCOC(=O)[C@]12CCCC=C1N(Cc1ccc(Cl)cc1Cl)C(=O)[C@H](CC(=O)N1CCN(C(=O)c3ccco3)CC1)C2	1.8	0	.	.	.	0	-22	.	-12
O=C(CCc1nnc(CCC2CCCCC2)o1)NCCc1cccnc1	0.7	14	-11	-10	-11	4	-13	-5	-4
COc1ccc(Cl)cc1NC(=O)c1nnn(CC(=O)Nc2ccc3c(c2)OCO3)c1N	0.9	8	0	-3	6	2	-29	-12	-8
COc1cccc(NC(=O)COC(=O)Cc2ccccc2[N+](=O)[O-])c1	1.4	1	-5	3	-7	-8	-10	6	-9
CCCCCCOC(=O)C1=C(C)NC(=O)NC1c1ccc(O)cc1 (stereo not given)	0.9	14	-3	-5	8	21	1	-3	-7
Cc1ccc(C)c(S(=O)(=O)N2CCC3(CC2)OCCO3)c1	0.3	0	-5	-12	-2	4	-39	1	-8
COc1cc(C(=O)NCC(=O)N/N=C(C)\C=C\c2ccccc2)cc(OC)c1OC	0.8	5	-9	10	-17	-1	0	-5	-2
N#Cc1ccccc1S(=O)(=O)N1CCN(C(=O)C2CC(=O)N(c3ccc4c(c3)OCCO4)C2)CC1 (stereo not given)	0.0	0	-9	0	-12	-10	3	-4	-9
Cc1ccc(C2=[N+]([O-])C3(CCCCC/C3=N\O)N(O)C2(C)C)o1 (stereo not given)	0.4	1	-3	-10	-12	0	-13	-14	11
COc1cc2sc(-c3ccccc3OC)c(-c3ccc(OCCN4CCCCC4)cc3)c2cc1OC	3.4	36	-3	-8	3	1	26	3	13
CCC(CC)C(=O)Nc1cc(=O)n(C)c(=O)n1C	1.2	0	-1	-1	6	18	9	-19	-2
Cc1cccc(OCC(=O)Nc2nnc(-c3ccco3)s2)c1	0.7	2	-4	-9	27	27	-1	-6	-9
COc1ccc(C(=O)Nc2ccccc2-c2nnn(CC(=O)Nc3ccc4c(c3)OCCO4)n2)cc1	0.3	9	-3	-1	-14	16	4	-1	-5
O=C(Cc1c(O)c2ccccc2[nH]c1=O)NCc1cccc(F)c1	0.5	.	-2	-5	-10	22	.	-11	-5
Remaining list, next part:
SMILES	CHO-K1 Ca ag	TAAR1 ag	M1 ag	OXTR potentiate	CHO parental Ca	CHO-K1 Ca PAM	TAAR1 antagonist	M1 antag	CHO-K1 Ca antag
CC(OC(=O)c1cc(=O)[nH]c2ccccc12)C(=O)Nc1ccc(Cl)cn1 (stereo not given)	0.3	11	0	-6	-11	-8	-9	1	8
COc1cc(OC)nc(C(NC(=O)C2CCN(Cc3ccc(Oc4ccccc4)cc3)CC2)c2ccccc2C)n1 (stereo not given)	-0.1	0	-7	.	.	-7	0	14	3
NC(=O)Nc1ccc(C(=O)OCC(=O)Nc2cccc(S(=O)(=O)NC3=NCCCCC3)c2)cc1	0.8	2	-2	-8	-3	9	-12	-16	-12
CCOC(=O)[C@H]1[C@H]2COc3ccc(Br)cc3[C@@H]2N2C(=O)CN(CC3CCCO3)C(=O)[C@@]12C (stereo not given in full)	0.8	1	-2	5	-25	10	24	-4	-14
Cn1c(-n2c(-c3ccco3)nc3ccccc3c2=O)nc2ccccc21	1.6	9	-2	-11	-36	9	14	0	1
COCCCN1C(=O)c2ccc(C(=O)Nc3ccccc3Cl)cc2C1=O	3.4	6	-2	0	2	13	-9	-16	-4
O=C(CSc1nc2ccc(Nc3nc(N4CCOCC4)nc(N4CCOCC4)n3)cc2s1)N1CCOCC1	0.7	1	-3	6	-6	24	-15	3	-11
CC1(C(=O)NS(=O)(=O)c2ccccc2)CCN1C(=O)c1ccccc1CCc1ccccc1 (stereo not given)	-0.2	2	-2	.	.	3	-4	-5	4
CCOC(=O)N1CCC(N2CCN(c3cc(C)ccc3C)CC2)CC1	1.9	7	4	-4	-17	3	7	51*	-10
Cc1ccc(C)c(N2CCN(CC(=O)Nc3ccc4[nH]c(=O)[nH]c4c3)CC2)c1	-0.6	3	-3	-4	-3	9	-1	0	2
Cc1nc(-c2ccccc2)sc1-c1nnc(C2CC2)o1	0.0	-1	-5	-6	-18	6	-44	2	-5
CCN(CC)C(=O)C1=C(C)N(Cc2ccc(OC)cc2)C(=O)C(CC(=O)NCc2cccc3ccccc23)C1 (stereo not given)	0.7	2	-5	.	.	6	-6	-7	-6
Cc1ccc2nc(SCC(=O)N(C)C3CCS(=O)(=O)C3)[nH]c2c1 (stereo not given)	0.0	16	-1	6	-4	17	-3	0	7
CC(=O)c1ccc(N2CCN(C(=O)c3ccc4c(=O)n(-c5ccccc5)c(=O)[nH]c4c3)CC2)cc1	0.3	18	-6	3	-6	12	2	-1	1
CCC1OC23CCCCC2C(C#N)(C(=N)O3)C1(C#N)C#N (stereo not given)	0.6	1	-1	0	-8	5	-3	-7	-4
